From PubChem
SIAH1 antagonists: blockers of Siah-1 interaction with plectin peptide – biochemical, fluorescence polarization, rhodamine-plectin, uHTS, primary screen (AID 1817); Siah-1 / rhodamine-plectin peptide fluorescence polarization; higher % means a stronger effect; 290,000 compounds, 0.02% hits; one-dose displacement, % at 20 µM; IC50 in µM for titrated hits;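 active = displacement of at least 50% at 20 µM, with a fluorescence ratio check between 0.3 and a set limit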;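 note: plate controls were Siah plus tracer with DMSO for no effect and tracer alone without Siah for full effect; strong numbers were not always called active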
NS5 inhibitors: Dengue-2 NS5 methyltransferase inhibitors, primary screen, biochemical, confirmation dose response (AID 588689); Dengue-2 NS5 methyltransferase capping enzyme assay, biochemical; higher % means a stronger effect; one-dose inhibition, % at 25 µM; IC50 in µM for titrated hits; 340,000 compounds, 0.3% hits; in the data active = a potency from the dose series; inconclusive = inhibition above about 29% without an active follow-up result
HIV fusion peptide: inhibitors of HIV fusion peptide binding, primary screen, biochemical, uHTS, fluorescence dequenching (AID 1986); 290,000 compounds, 0.3% hits; cell-free peptide binding, fluorescence dequenching, 30 min; higher % means a stronger effect; inhibition, % at 20 µM; hits with a dose series show IC50 in µM; in the data active = inhibition mostly above about 52%, no sharp cut-off; inactive = mostly below about 76%; note: some results filed as inactive read as strong as hits
GPR55 activation: selective activators of receptor GPR55 – imaging, U2OS cells, beta-arrestin-GFP redistribution, primary screen (AID 1961) | activation, % at 10 µM, or EC50 in µM where a hit was titrated | 290,000 compounds, 0.048% hits | U2OS GPR55 beta-arrestin-GFP redistribution imaging; higher % means a stronger effect;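 active = activation above 40% with more than 50 cells counted in the well; inconclusive = wells holding fewer than 50 cells, flagged as toxic or sparse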;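 note: U2OS osteosarcoma cells stably expressing GPR55 and beta-arrestin-GFP; plate controls were DMSO negative control for no effect and LPI positive control for full effect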
NTR1 agonist: NTR1-driven beta-arrestin-GFP spot formation – imaging, U2OS cells, high content, primary screen (AID 493036) | P30989 | agonist mode | activation, % at 20 µM | 330,000 compounds, 0.17% hits;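 active = activation at or above 40% of the spot to cytoplasm intensity ratio, with at least 20 cells analyzed; inconclusive = wells under 20 cells, flagged as cytotoxic or low count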;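 note: 0% = DMSO without peptide and 100% = 100 nM NTR1 peptide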
Target sequence (P30989 whole entry, looked up): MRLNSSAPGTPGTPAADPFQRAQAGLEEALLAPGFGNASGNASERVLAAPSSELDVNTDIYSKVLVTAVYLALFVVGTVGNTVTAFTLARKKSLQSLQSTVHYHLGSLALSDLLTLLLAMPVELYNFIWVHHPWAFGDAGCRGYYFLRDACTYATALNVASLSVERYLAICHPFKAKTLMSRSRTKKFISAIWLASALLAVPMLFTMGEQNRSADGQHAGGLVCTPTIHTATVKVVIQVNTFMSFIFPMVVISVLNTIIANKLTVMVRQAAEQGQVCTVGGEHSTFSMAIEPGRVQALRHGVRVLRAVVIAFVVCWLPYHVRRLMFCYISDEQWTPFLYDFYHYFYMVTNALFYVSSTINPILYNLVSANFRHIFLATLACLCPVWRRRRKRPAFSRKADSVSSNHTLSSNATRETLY
GPR55 antagonists: GPR55 antagonists blocking LPI-driven arrestin recruitment, primary screen, imaging, U2OS, beta-arrestin-GFP, LPI agonist (AID 2013); U2OS GPR55 beta-arrestin-GFP translocation imaging, LPI antagonism; higher % means a stronger effect; inhibition, % at 10 µM, or IC50 in µM where a hit was titrated; 290,000 compounds, 0.13% hits;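 active = spots per cell inhibited over 60%, with over 100 cells counted and total cytoplasm intensity under 500,000; inconclusive = wells with under 100 cells, flagged as likely toxic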;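 note: U2OS cells stably carrying GPR55 and arrestin-GFP stimulated by 5 µM LPI near EC80; imaged beta-arrestin-GFP aggregate spots per cell after agonist stimulation; plate controls were LPI-stimulated DMSO wells for no effect and DMSO wells without LPI for full effect; some results filed as inactive read as strong as hits; confirmed hits need IC50 under 10 µM and bright autofluorescent wells are also inconclusive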
AID2073: inhibitors of Mint1-CaV2.2 protein interaction, biochemical, HTRF (AID 2073); inhibition, % at 20 µM, or IC50 in µM where a hit was titrated; 290,000 compounds, 0.19% hits; HTRF protein-protein interaction, Mint1-CaV2.2; higher % means a stronger effect; in the data active = inhibition mostly above about 51%, no sharp cut-off; inconclusive = no clear call, values can overlap the other calls; inactive = mostly below about 53%; note: some results filed as inactive read as strong as hits
UTI89 phage lysis: protection from phage-mediated lysis, alamar blue read-out – E. coli UTI89, K1F phage, bacterial capsule biogenesis inhibitors (AID 488966). E. coli UTI89 K1F phage lysis, alamar blue, 2 h; higher % means a stronger effect. 340,000 compounds, 0.02% hits. inhibition, % at 100 µM; hits with a dose series show IC50 in µM;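 active = phage lysis inhibition, versus mean bacterial control, above a set limit; inconclusive = no clear call, values can overlap the other calls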;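 note: capsule biogenesis inhibitors block K1F phage lysis so surviving cells raise fluorescence; higher fluorescence means more inhibition of phage lysis; actives were called in the ten point dose series up to 300 µM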
GPR35 arrestin U2OS: inhibition of zaprinast-stimulated GPR35 beta-arrestin translocation – imaging, U2OS, beta-arrestin-GFP, zaprinast agonist, primary screen (AID 2058) | U2OS GPR35 beta-arrestin-GFP translocation imaging, zaprinast antagonism; higher % means a stronger effect | inhibition, % at 10 µM; hits with a dose series show IC50 in µM | 290,000 compounds, 0.052% hits;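 active = inhibition of at least 50% with at least 30 cells and total cytoplasm GFP at most 10,000,000; inconclusive = under 30 cells or total GFP of 10,000,000 plus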
NTR1 agonist cell count 20 µM: further read-out of NTR1 agonist, marked with its call; cell count; measured here: cell count, cytotoxicity flag
NS5 inhibitors pilot replicate: further read-out of NS5 inhibitors, marked with its call; inhibition, %; measured here: pilot screen replicate inhibition
* = called active by the depositor; i = inactive; ? = inconclusive; · = no result given; & = joins results of further samples; [ ] = dose if it differs, or a comment.

SMILES	SIAH1 antagonists	NS5 inhibitors	HIV fusion peptide	GPR55 activation	NTR1 agonist	NTR1 agonist cell count 20 µM	GPR55 antagonists	AID2073	UTI89 phage lysis	GPR35 arrestin U2OS	others
COc1ccc(C2CC(=O)C(C=NCCN3CCNCC3)=C(O)C2)cc1OC (configuration not stated)	3%	·	1.2%	-0.2%	·	·	-5%	-17%	·	3%
Cn1c(=O)[nH]c(=O)c2c1nc(Br)n2CCSc1ncccn1	1%	1%	0.3%	-0.3%	-0.9	48	-3%	-4%	0.8%	-1%
Cc1ccc(S(=O)(=O)N2CCN(CC(=O)NC3CCCc4ccccc43)CC2)cc1C (configuration not stated)	-4%	7%&-7%	-2.2%	-0.2%	3.9	93	-2%	1%	-4.5%&-0.1%	-9%	NS5 inhibitors pilot replicate=1.8
CN(C)c1nc(-c2cccnc2)nc(-c2ccccc2)c1C#N	10%	-7%	-0.6%	-0.1%	·	·	6%	30%	2.1%[50 µM]	7%
CCC1(c2ccccc2)NC(=O)N(CC(=O)NCc2ccc(OC)cc2)C1=O (configuration not stated)	-6%	-2%	1.2%	-0.1%	2.0	51	-4%	6%	0.2%	7%
Cc1cc(SCC(=O)c2cccc([N+](=O)[O-])c2)nc(=O)[nH]1	0%	36%	26%	-0.1%	·	·	8%	18%	-0.1%	2%
CCOc1ccc(C(=O)NCCC(=O)NCCCC(=O)O)cc1	6%	-3%	-0.8%	-0.1%	-0.5	51	-29%	-5%	-2.2%	15%
CCC(=O)N1c2ccc(S(=O)(=O)N3CCCCC3)cc2CC1C (configuration not stated)	-4%	-12%	-1.0%	0.8%	1.5	62	-5%	11%	0.2%	20%
CN(C)S(=O)(=O)Oc1ccccc1C(=O)Nc1ccc(F)cc1	-1%	6%	1.1%	-0.1%	-0.9	84	0%	-13%	0.2%	1%
CCOC(=O)CNC(=O)CSc1nccn1Cc1ccco1	4%	0%	-1.7%	-0.1%	2.1	65	2%	2%	0.3%	0%
Cc1onc(-c2ccccc2Cl)c1C(=O)Nc1ccc(Br)cc1	0%	-9%	-0.2%	-0.3%	1.0	52	-2%	-2%	0.2%	0%
CC(C)CCn1c(=O)c2ccccc2n2c(CCC(=O)NC3CCN(Cc4ccccc4)CC3)nnc12	-7%	-8%	-0.4%	-0.1%	2.3	64	14%	15%	0.0%	-1%
Cc1cccc(Cc2nnc(CCC(=O)N3CCCC(CN4CCOCC4)C3)o2)c1 (configuration not stated)	2%	·	-0.5%	0.2%	0.7	41	1%	-8%	0.4%	2%
CCS(=O)(=O)N1CCc2nc(-c3ccccc3)sc2C1	-5%	-9%	-1.5%	0.0%	-1.1	106	4%	-4%	0.2%	-2%
CCC(C)NCC(=O)Nc1cc(S(=O)(=O)N(CC)c2ccccc2)ccc1Cl (configuration not stated)	2%	-7%	-1.8%	0.7%	7.1	38	6%	?	1.7%	-10%
Cc1cc2cc(CNC(=O)c3cccs3)ccc2n1C	-7%	?	3.5%	-0.2%	1.9	80	6%	24%	1.3%	9%
C/C(CC(=O)NC1CCCC1)=N\NC(=O)Cc1cccs1	4%	-2%	-3.3%	-0.1%	-0.2	68	-10%	-9%	5.2%	6%
Cn1cccc1/C=C1\CC(C(C)(C)C)C/C(=C\c2cccn2C)C1=O (configuration not stated)	0%	-59%	2.7%	-0.1%	-4.0	78	24%	3%	0.1%	10%
Cc1ccc(-n2nnnc2SCC(=O)N2CCc3ccccc3C2)c(C)c1	-3%	5%	1.7%	0.2%	4.2	80	-6%	-1%	0.9%	-12%
O=C(O)COc1ccc(-c2nnn(CC(=O)O)n2)cc1	1%	-11%	2.5%	-0.4%	-0.8	51	3%	1%	6.4%	12%
CCCNc1cc(=O)n(C)c(=O)n1C	1%	1%	0.4%	-0.2%	-0.8	56	10%	10%	0.8%	4%
CCNc1nc(NCC)n2c(SCC(=O)Nc3ccc(F)cc3[N+](=O)[O-])nnc2n1	-1%	-5%	-1.0%	-0.1%	0.9	59	12%	7%	0.2%	1%
Cc1noc(C)c1CN1C(=O)NC2(CCCCCCC2)C1=O	2%	-9%	0.4%	-0.1%	-0.1	53	8%	-7%	0.3%	-10%
COc1ccccc1CNS(=O)(=O)c1cc(C)ccc1OC	4%	4%	-2.5%	-0.2%	1.7	56	23%	0%	0.2%	2%

Quoted from the results shown, 3 compounds:
SMILES	SIAH1 antagonists	NS5 inhibitors	HIV fusion peptide	GPR55 activation	NTR1 agonist	NTR1 agonist cell count 20 µM	GPR55 antagonists	AID2073	UTI89 phage lysis	GPR35 arrestin U2OS	others
Cc1cccc(Cc2nnc(CCC(=O)N3CCCC(CN4CCOCC4)C3)o2)c1 (configuration not stated)	2%	·	-0.5%	0.2%	0.7	41	1%	-8%	0.4%	2%
CCS(=O)(=O)N1CCc2nc(-c3ccccc3)sc2C1	-5%	-9%	-1.5%	0.0%	-1.1	106	4%	-4%	0.2%	-2%
CCC(C)NCC(=O)Nc1cc(S(=O)(=O)N(CC)c2ccccc2)ccc1Cl (configuration not stated)	2%	-7%	-1.8%	0.7%	7.1	38	6%	?	1.7%	-10%

(continued)
SMILES	SIAH1 antagonists	NS5 inhibitors	HIV fusion peptide	GPR55 activation	NTR1 agonist	NTR1 agonist cell count 20 µM	GPR55 antagonists	AID2073	UTI89 phage lysis	GPR35 arrestin U2OS	others
CCN(CC)CCCNC(=S)N(Cc1cccnc1)Cc1cc2cccc(C)c2[nH]c1=O	4%	-8%	0.6%	0.3%	0.2	38	4%	-9%	0.5%	-11%
CCOc1ccc2[nH]c3c(NCCOC)ncnc3c2c1	-4%	2%	-1.1%	0.7%	-1.5	69	2%	27%	0.0%	11%
COC(=O)c1ccc(-c2noc(CN(Cc3nccn3C)C(C)C)n2)cc1	4%	-4%	-0.2%	-0.1%	2.5	48	22%	0%	5.7%	-3%
FC(F)(F)c1nnc2ccc(N3CCN(c4ccccc4)CC3)nn12	-5%	-11%	7.8%	0.2%	2.6	66	3%	-5%	0.4%	-5%
CCOC(=O)N1CCC(NC(=O)CSCc2nc(-c3ccccc3Cl)oc2C)CC1	2%	-2%	-0.5%	0.0%	1.2	65	10%	4%	0.0%	14%
CCOC(=O)c1ccc(NC(=O)CSC2=NN3CCCC(=O)N=C3S2)cc1	7%	-1%	1.4%	0.1%	-1.1	55	-1%	3%	0.8%	12%
Cc1ccc(NC(=O)c2cc(=O)c3ccccc3o2)cc1S(=O)(=O)N1CCOCC1	2%	5%	-2.2%	-0.3%	2.1	55	-5%	12%	0.0%	-2%
c1cnn(-c2cncc(-n3cccn3)n2)c1	-7%	-3%	-0.6%	0.3%	-1.5	75	0%	-12%	0.2%	16%
O=C1/C(=C/c2ccccc2)CCC1C1CCCC1 (configuration not stated)	0%	-7%	-0.1%	-0.1%	4.2	34	6%	-14%	0.9%[50 µM]	3%
Cc1ccc(Cn2nnnc2CN2CCC(c3nc4ccc(Cl)cc4[nH]3)CC2)cc1	9%	-1%	1.7%	0.8%	2.6	53	12%	1%	0.1%	-1%
CCCn1nnc(NC(=O)c2cccc(OCc3ccccc3)c2)n1	-7%	2%	-2.2%	-0.1%	-2.5	41	9%	-3%	-0.1%	16%
O=C(O)C1CCCCC1C(=O)Nc1cccc2ccccc12 (configuration not stated)	0%	5%	1.2%	-0.3%	1.7	82	9%	-23%	0.3%	1%	NS5 inhibitors pilot replicate=4.2
CCS(=O)(=O)NCC(c1ccco1)N1CCN(c2ccccc2)CC1 (configuration not stated)	-6%	1%	1.5%	0.2%	2.1	46	-4%	-6%	0.0%	-3%
CCOC(=O)C1=NN(c2ccccc2)C2=NC(C)=C(C(=O)OC)C(c3ccc(C)cc3)N12 (configuration not stated)	0%	3%	-0.1%	0.3%	11	67	23%	8%	1.0%[50 µM]	-6%
Cc1ccc(C)c(N(CC(=O)NC2CCCCC2)C(=O)c2csnn2)c1	-3%	-2%	0.1%	-0.2%	-0.2	50	-3%	14%	0.3%	2%
Cn1c2ccccc2c(=O)c2cc(C#Cc3ccccn3)ccc21	-1%	4%	6.0%	0.4%	5.5	60	5%	28%	-0.8%	2%
CC(C)CN(C(=O)CN1CCN(S(=O)(=O)c2ccccc2)CC1)c1c(N)n(CC(C)C)c(=O)[nH]c1=O	9%	1%	1.6%	-0.3%	-2.2	78	-7%	1%	-0.4%	-3%
O=C(Nc1cc(S(=O)(=O)Nc2ccc(Cl)cc2)ccc1N1CCCCC1)c1ccc(F)cc1Cl	6%	-5%	3.7%	0.1%	6.3	40	18%	16%	3.1%	-2%
CCCn1nnnc1NC(=O)c1cc(Br)ccc1OC	3%	-4%	0.9%	-0.1%	-0.8	61	15%	-2%	0.0%	-1%
Cc1cc(N/N=C/c2ccc(F)cc2)nc(-n2nc(C)cc2C)n1	2%	·	-0.5%	-0.1%	4.1	54	-2%	-6%	·	11%
CCOc1ccccc1NC(=O)Nn1cnnc1	4%	0%	0.8%	0.0%	0.9	62	8%	20%	0.0%	14%
O=C(NCc1ccncc1)c1ccc(Cl)c(S(=O)(=O)N2CCOCC2)c1	-1%	-3%	0.6%	0.2%	-1.3	83	7%	1%	3.6%	2%
Cc1ccc(CNC(=O)C(C)OC(=O)c2cccs2)cc1 (configuration not stated)	-1%	-6%	1.4%	0.4%	1.6	104	10%	2%	0.2%	1%
CN(C)C(=O)OCC1COc2ccccc2O1 (configuration not stated)	0%	1%	-0.8%	-0.1%	1.9	89	17%	22%	0.3%	5%
COC(=O)[C@@H]1C[C@H]2CC[C@H](O)C[C@H]2N1Cc1ccc(-c2ccccc2)cc1	0%	-4%	2.7%	0.3%	-6.5	85	4%	18%	-0.5%	13%
CC(O)CSc1nc2c(c(=O)n(C)c(=O)n2C)n1CCCc1ccccc1 (configuration not stated)	2%	2%	-1.3%	-0.1%	9.9	48	-5%	7%	-0.2%	19%
Cc1ccc2nc(/C(C#N)=C\c3cc(O)ccc3[N+](=O)[O-])[nH]c2c1	12%	-1%	14%	0.2%	2.4	50	16%	46%	i	-7%
C=CCNc1cc(C)oc(=O)c1C(=O)CCC	2%	-4%	-0.6%	-0.1%	-0.2	49	1%	-8%	-0.3%	10%
Cc1csc(NC(=O)C2CCCN(S(=O)(=O)c3cccnc3)C2)n1 (configuration not stated)	3%	-7%	1.0%	0.8%	-2.6	44	0%	-1%	7.1%	8%
COc1ccc(OCC(O)CNC(=O)Nc2ccccc2)cc1 (configuration not stated)	-3%	-1%	-0.2%	0.6%	-0.5	55	5%	16%	2.2%	2%
